From PubChem
LDHA inh: qHTS assay for inhibitors of human lactate dehydrogenase; L-lactate dehydrogenase A chain (Homo sapiens), P00338; purified LDHA, NADH/diaphorase-resazurin fluorescence; hits give low values; activity change, % (values are at about 110 or 230 µM); hit rate 0.15% among 480,000; in the data active = activity change below about -30%; inconclusive = mostly about -25% to -30%;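 also: plate controls were DMSO wells for no effect and wells without enzyme for full effect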
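Resorufin fluorescence (ex540/em590), read at 0 and 20 min after diaphorase/resazurin addition, reports the NADH left after a 5 min room-temperature reaction of 2 nM human LDH5 with 0.06 mM NADH and 0.2 mM pyruvate.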
APE1 inh: qHTS Assay for Inhibitors of the Human Apurinic/apyrimidinic Endonuclease 1 (APE1). DNA repair nuclease/redox regulator APEX1 (Homo sapiens), P27695. recombinant APE1, TAMRA/BHQ-2 abasic DNA cleavage fluorescence. Potency, µM (highest dose often 65.8 µM), for inactives: at the top dose activity change, negative = inhibition, usual class: inhibitors. hit rate 0.35% among 350,000. AID 2517, 2012;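 also: potency is read from the fitted curve at half-maximal effect; plate controls were vehicle for no effect and reference inhibitor for full effect; nearly all actives have a fitted effect of over 55% in size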
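Step 1: APE1 (0.75 nM) with compound, 15 min RT. Step 2: add 50 nM fluorophore/quencher THF duplex. Step 3: three fluorescence reads 60 s apart (525/598 nm); read 3 minus read 1 = reaction progress.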
Anesthetic bind: qHTS Assay for Identification of Novel General Anesthetics | Ferritin light chain (Equus caballus), P02791 | apoferritin/1-aminoanthracene competitive binding, fluorescence | Potency, µM (highest dose often 77.5 µM), for inactives: top-dose activity change, negative = displacement, most hits filed as inhibitors | hit rate 0.074% among 350,000 | AID 485281, 2010; also: potency is read from the fitted curve at half-maximal effect; % is scaled to controls: 0 for no effect and ±100 for the full control effect; nearly all actives have a fitted effect of over 20% in size
Target sequence (P02791 2-175 limits assumed): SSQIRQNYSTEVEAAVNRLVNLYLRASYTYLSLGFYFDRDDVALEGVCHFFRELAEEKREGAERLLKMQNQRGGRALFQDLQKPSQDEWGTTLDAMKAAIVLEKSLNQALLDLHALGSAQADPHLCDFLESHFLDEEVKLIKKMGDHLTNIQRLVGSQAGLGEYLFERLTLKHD
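Steps: apoferritin (10 uM) was premixed with half-saturated 1-AMA in PBS, compounds were pin-transferred, plates stood 10 min at room temperature, fluorescence was read at 380/535 nm, and curves were fitted with a Hill equation.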
POLH inh: qHTS for Inhibitors of Polymerase Eta; DNA polymerase eta (Homo sapiens), Q9Y253; recombinant Pol eta, fluorescent DNA replication assay; Potency, µM (series often up to 114 µM), without a hit: at the highest dose activity change, negative = inhibition, usual class: inhibitors; hit rate 1.2% among 390,000; AID 588591, 2011; also: potency is read from the fitted curve at half-maximal effect; % is scaled to controls: 0 for no effect and ±100 for the full control effect
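Fluorescent replication assay: 50 nM final substrate added after a 15 min room-temperature compound preincubation with 10 nM enzyme. Signal taken at 0 min and again at 10 min.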
ERG-DNA inh: qHTS for Small Molecule Inhibitors of the ERG Ets/DNA interaction | Potency, µM (series often up to 76.9 µM), inactives show at the highest dose FP activity, negative = inhibition, hits mostly inhibitors | hit rate 0.028% among 370,000 | AID 624246, 2012 | fluorescence polarization, His-ERG Ets domain / labelled DNA | Transcriptional regulator ERG (Homo sapiens), P11308; active = well fitted inhibition curve with a large enough effect in the polarisation, with a control signal flat; inconclusive = small, poorly fitted or top-dose-only effect, or effect the other way, or a change in a side signal; inactive = no such curve, though single readings can be large or run the other way; the % refers to the polarisation;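 also: polarization taken with two DNA probes labelled with fluorescein and Texas red; potency is read from the fitted curve at half-maximal effect; % of control where 0% means no effect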
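His-tagged ERG Ets domain (1 uM in the protein solution; 300mM KCl, 50mM Tris-HCl, 1mM EDTA, 1mM DTT, pH 7.5) received compound, then a probe mix of 5 nM fluorescein-DNA and 100nM Texas-615-DNA. Fluorescence polarization was read for both dyes.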
RGS4 inh: Inhibitors of Regulator of G Protein Signaling (RGS) 4: qHTS; Regulator of G-protein signaling 4 (Homo sapiens), P49798; Potency, µM (doses to about 114 µM), for inactives: top-dose activity change, negative = inhibition, usual class: inhibitors; AID 504845, 2011; Transcreener GDP fluorescence polarization, RGS4-accelerated GTP hydrolysis; hit rate 0.039% among 390,000; also: potency is read from the fitted curve at half-maximal effect; % is scaled to controls: 0 for no effect and ±100 for the full control effect; nearly all actives have a fitted effect of over 75% in size; some results filed as inactive show a strong effect at the top dose
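MLSMR compounds (23 nl, pin-transferred) preincubated 10 min at room temperature with a 500nM (2x) first reagent, then RGS4 at 900nM (2x) plus Transcreener GDP mix added; fluorescence polarization (620/688 nm) read before and after 90 min at 30 °C.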
12-LOX inh: Primary qHTS assay for inhibitors of human arachidonate 12S-lipoxygenase (ALOX12): Round 2. Potency, µM (titrated, usually from 108 µM), without a hit: at the top dose activity change, negative = inhibition, hits mostly inhibitors. hit rate 1.1% among 580,000. purified 12hLO, xylenol orange hydroperoxide absorbance. AID 1671190, 2021; also: potency is read from the fitted curve at half-maximal effect; % is scaled to controls: 0 for no effect and ±100 for the full control effect
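Hydroperoxide product was detected by ferrous iron/xylenol orange as the 573 to 405 nm absorbance ratio. Arachidonic acid at 40 uM (final) was turned over for 30 min at room temperature by 150 nM human 12hLO, pH 7.0 Hepes buffer, after 15 min compound preincubation.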
Pol beta inh: qHTS Assay for Inhibitors of DNA Polymerase Beta | Potency, µM (series often up to 114 µM), for the others: at the top dose activity change, negative = inhibition, usual class: inhibitors | hit rate 1.3% among 340,000 | Pol beta primer extension/strand displacement, fluorescence kinetic | AID 485314, 2010 | P06746; also: potency is read from the fitted curve at half-maximal effect; % is scaled to controls: 0 for no effect and ±100 for the full control effect
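10 nM enzyme + cpd, 15 min RT; start with substrate 50 nM final; read 0 min and after 10 min RT. Corrected, normalized data; 4-parameter Hill curve fit.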
POLK inh: qHTS for Inhibitors of Polymerase Kappa; DNA polymerase kappa (Homo sapiens), Q9UBT6; purified Pol kappa, fluorescent DNA synthesis assay, 10 min; Potency, µM (series often up to 107 µM), for inactives: at the top dose activity, negative = inhibition, most hits filed as inhibitors; hit rate 0.53% among 400,000; also: potency is read from the fitted curve at half-maximal effect; % is scaled to controls: 0 for no effect and ±100 for the full control effect
Target sequence (Q9UBT6 whole entry, looked up): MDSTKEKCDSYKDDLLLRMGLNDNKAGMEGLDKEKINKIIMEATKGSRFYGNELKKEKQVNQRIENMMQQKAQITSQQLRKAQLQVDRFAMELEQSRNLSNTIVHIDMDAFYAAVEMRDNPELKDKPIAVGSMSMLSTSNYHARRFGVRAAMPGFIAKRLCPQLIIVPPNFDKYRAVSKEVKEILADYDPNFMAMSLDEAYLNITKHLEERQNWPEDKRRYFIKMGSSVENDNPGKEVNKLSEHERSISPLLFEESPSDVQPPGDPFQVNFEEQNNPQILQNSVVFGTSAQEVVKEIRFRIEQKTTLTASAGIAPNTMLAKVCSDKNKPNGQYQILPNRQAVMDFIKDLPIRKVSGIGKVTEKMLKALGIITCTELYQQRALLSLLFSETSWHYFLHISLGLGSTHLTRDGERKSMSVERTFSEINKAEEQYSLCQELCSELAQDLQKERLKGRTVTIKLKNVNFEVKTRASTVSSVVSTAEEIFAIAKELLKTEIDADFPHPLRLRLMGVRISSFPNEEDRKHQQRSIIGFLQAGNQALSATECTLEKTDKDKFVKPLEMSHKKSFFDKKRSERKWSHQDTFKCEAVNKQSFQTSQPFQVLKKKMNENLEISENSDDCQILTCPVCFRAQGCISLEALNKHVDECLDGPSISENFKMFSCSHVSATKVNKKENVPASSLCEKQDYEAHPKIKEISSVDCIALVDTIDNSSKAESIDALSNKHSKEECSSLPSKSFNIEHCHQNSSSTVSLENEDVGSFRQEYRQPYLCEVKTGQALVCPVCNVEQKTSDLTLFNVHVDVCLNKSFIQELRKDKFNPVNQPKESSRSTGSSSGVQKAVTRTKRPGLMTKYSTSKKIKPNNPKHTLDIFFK
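Activity was followed as the change in fluorescence between reads at 0 and 10 min after starting the reaction with 50 nM substrate. Beforehand, 10 nM polymerase had been preincubated with compound for 15 min at room temperature.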
* hit, by the source's call; ? = inconclusive; . = no result given; & = joins results of further samples; [ ] = another dose, or the depositor's remark. Unless noted, calls follow the shape of the dose curve; as a rule, active = well fitted curve in the direction sought with a large enough effect; inconclusive = small, poorly fitted or top-dose-only effect, or another doubt; inactive = no such curve, though single readings can be large; an effect the other way counts as inactive or inconclusive.

Start of the data: the first 2 records, ahead of the listing:
SMILES	LDHA inh	APE1 inh	Anesthetic bind	POLH inh	ERG-DNA inh	RGS4 inh	12-LOX inh	Pol beta inh	POLK inh
Cc1ccc(-c2noc(CCCC(=O)NCc3ccco3)n2)cc1	-7	.	-4%	2%	-2%	-30%	-12%	-12%	5%
CN(CC(=O)NC(=O)NCc1ccccc1)Cc1cccc(Cl)c1Cl	10&1	-3%	-15%	-23%	.	?	-2%&-24%	-13%	-29%

The listing, previewed entries included:
SMILES	LDHA inh	APE1 inh	Anesthetic bind	POLH inh	ERG-DNA inh	RGS4 inh	12-LOX inh	Pol beta inh	POLK inh
Cc1ccc(-c2noc(CCCC(=O)NCc3ccco3)n2)cc1	-7	.	-4%	2%	-2%	-30%	-12%	-12%	5%
CN(CC(=O)NC(=O)NCc1ccccc1)Cc1cccc(Cl)c1Cl	10&1	-3%	-15%	-23%	.	?	-2%&-24%	-13%	-29%
O=C(O)CC1(CC(=O)Nc2ccc3c(c2)C(=O)OC3)CCCCC1	-2	19%	11%	-14%	2%	-2%	154%[activator]	-1%	5%
COc1ccc(CNC(=O)c2ccc(CS(=O)(=O)c3ccccc3C)o2)cc1	-11	15%	-15%	1%	0%	24%	7%	-23%	-1%
CCOc1ccc(N(CC(=O)Nc2c(C)n(C)n(-c3ccccc3)c2=O)S(=O)(=O)c2ccc(F)cc2)cc1	-3	20%	-14%	-16%	-9%	-26%	43%[activator]	-2%	-38%
COC(=O)Cn1ncc2c(C)n(Cc3ccccc3)c(C)c2c1=O	3	-2%	0%	0%	0%	-8%	-1%	4%	1%
CCOCCCNC(=O)c1c[nH]c2cc(C)ccc2c1=O	-5	1%	-14%	12%	-7%	42%	6%	2%	-3%
Cc1ccc(S(=O)(=O)c2nc(-c3cccc(C)c3)oc2N2CCN(c3ccccc3)CC2)cc1	-3	.	-3%	-19%	-3%	15%	-14%	9%	0%
COc1cccc(NC(=O)COC(=O)c2ccccc2C(=O)N2CCN(c3ccccc3)CC2)c1	-6	12%	-9%	-1%	-1%	25%	12%	0%	-6%
COc1ccc(-c2ccc(C(c3c(C)[nH][nH]c3=O)c3c(C)[nH][nH]c3=O)o2)c([N+](=O)[O-])c1	30	?	-13%	-17%	-5%	-53%	-37%	?	-17%
Cc1cc(N2CCN(Cc3ccc4c(c3)OCO4)CC2)n2ncnc2n1	-1	-4%	-1%	-17%	1%	3%	-14%	-4%	-12%
Cc1ccc2c(c1)-c1c(cnn1CC(=O)O)CO2	-4	-15%	-6%	-10%	-1%	-2%	?	8%	1%
CCn1cc(C(=O)O)c(=O)c2cc(F)c(N3CCN(C(=S)NC(=O)c4ccccc4)CC3)cc21	12	-1%	-4%	-13%	2%	3%	2%	2%	-4%
CC(=O)Oc1cccc(-c2nc3ccccc3c(=O)o2)c1	-3	-6%	-2%	17%	-1%	-1%	-12%	16%	-22%
COc1ccc(CCN(C)CCCOc2ccc(S(=O)(=O)c3[nH]c4ccccc4c3C(C)C)cc2)cc1OC	.	-10%	.	.	.	-173%[56.9 µM]	0%	.	-20%[19.4 µM]
OCCSc1nc(-c2cccnc2)nc2ccccc12	-5	-7%	-16%	-4%	-1%	-18%	-1%	-12%	-9%
O=C(NC1CCNCC1)C1CC1	-12	24%	-1%	-8%	3%	1%	0%	?	-4%
Cc1ccccc1NC(=O)NCc1ccc2c(c1)OCO2	-6	-6%	-6%	13%	12%	13%[11.4 µM]	-9%	1%	-8%[60.1 µM]
NC(=O)[C@@H]1CCCNc2c(I)cc([N+](=O)[O-])cc2C(=O)N[C@@H](CO)C(=O)NCC(=O)N1	-17	?	-6%	-6%	4%	-3%	?	1%	-15%
O=C(COC(=O)/C=C/c1ccc(F)cc1)Nc1ccc(Cl)cn1	-7	-1%	-6%	2%	2%	12%	2%	3%	-4%
COc1ccc(CCN(C)C(=O)COc2cccc(-n3cnnn3)c2)cc1OC	-4	25%	.	-23%	1%	5%	13%	.	-8%
Cc1ccc(S(=O)(=O)NNC2=NCCCCC2)cc1	-9	1%	-6%	1%	4%	-40%	-11%	7%	-2%
CN(C)S(=O)(=O)c1ccc(C(=O)OCC(=O)N2CC3(C)CC2CC(C)(C)C3)cc1 (centres undefined)	-2	-11%	.	-17%	2%	2%	5%	.	-5%
Cc1nc(CN2CCN(C(=O)c3ccc(Br)cc3)CC2)cs1	-3	3%	-10%	-1%	-3%	10%	-5%	-3%	-4%
COc1ccccc1N1CCN(C(=O)CCn2nc(C)c(S(=O)(=O)N3CCCC3)c2C)CC1	3	.	57%[activator]	5%	0%	14%	-18%	-3%	-12%[60.1 µM]
O=S(=O)(NCc1cn2ccsc2n1)c1ccc(Oc2ccccc2)cc1	-4	1%	-10%	-12%	4%	-32%	343%[activator]	9%	10%
Cc1ccc2[nH]c3c(c2c1)CCCC3=O	-1	-3%	0%	-10%	-2%	1%	14%	-16%	1%
Cc1cc(C)c(NC(=O)c2cc(S(=O)(=O)N3CCCC3)cn2C)c(C)c1	-10	.	-3%	-4%	1%	21%	-17%	-12%	-13%[60.1 µM]
CCc1ccc(NC(=O)c2cccc(C(=O)Nc3ccc(CC)cc3)n2)cc1	-9	-3%	-18%	-3%	-15%	-18%	-12%	47%	-8%
C/[N+]([O-])=C\c1ccc([N+](=O)[O-])o1	3	-2%	-11%	-5%	-6%	7%	.	1%	-22%
Cc1c(C(=O)Nc2c(C)n(C)n(-c3ccccc3)c2=O)oc2ccccc12	-8	-1%	-5%	-7%	-7%	-14%	0%	-21%	-21%
C[C@H](NC(=O)C1CC(=O)N(c2ccc3c(c2)OCO3)C1)C(=O)NC1CCCC1 (some centres undefined)	1	40%	6%	-14%	-9%	-1%[11.4 µM]	0%	23%	-2%
CSc1ccc(/C=C(/NC(=O)c2ccccc2)C(=O)N2CCN(C)CC2)cc1	-1	0%	-10%	-16%	-1%	9%	-8%	59%	5%
CCSc1nc2c(c(=O)[nH]1)C(c1cccs1)C(C(=O)OC)=C(C)N2 (centres undefined)	-11	-2%	-13%	-5%	-7%	-9%	-16%	0%	-7%
N/C(=N\OC(=O)c1cc(Br)ccc1Cl)c1ccccn1	-4	12%	-17%	-7%	8%	-5%	-19%	45%[activator]	-2%
COc1cccc(OC)c1C(=O)Nc1cc2c(cc1N1CCOCC1)n(C)c(=O)n2C	-2	-6%	-4%	-21%	-4%	-29%	0%	41%	-4%
O=S(=O)(Nc1cccnc1)c1ccc(F)cc1	-4	40%	-7%	-20%	7%	22%	-1%	1%	-2%
O=C(COc1ccc2c(-c3ccccc3)cc(=O)oc2c1)N[C@H](Cc1c[nH]c2ccccc12)C(=O)O	0	-5%	-17%	?	-3%	-31%	-4%	3%	-17%
COc1ccc(C2C(C(=O)c3ccco3)=C(O)C(=O)N2CC2CCCO2)cc1OC (centres undefined)	4	-4%	-6%	-1%	1%	-6%	?	32%	-5%
COc1cccc(CNC(=O)c2c(C)nn(-c3ccc(F)cc3)c2-n2cccc2)c1	-3	.	5%	-21%	2%	-24%	-22%	1%	-2%
O=C(OCC(=O)N1CCN(c2ccccc2)CC1)c1ccc(Cl)cc1[N+](=O)[O-]	-6	-6%	.	-14%	-1%	20%	?	.	-4%
N#Cc1c(C(F)(F)F)cc(-c2ccc(Cl)cc2)nc1SCC(=O)O	-3	0%	-3%	2%	17%	9%	?	?	-6%
Cc1cccc(-c2noc(CN(C)S(=O)(=O)c3cc(Cl)ccc3Cl)n2)c1	1	-3%	-3%	-14%	-1%	-18%	14%	?	-14%
O=S(=O)(Nc1ccccn1)c1ccc(-n2cccn2)cc1	-10	6%	-4%	-9%	-5%	?	3%	0%	1%
CN(CC(=O)Nc1ccc(Cl)c(C(F)(F)F)c1)C(=O)C1CC(=O)N(CCc2ccccc2)C1 (centres undefined)	0	-1%	.	-23%	4%	9%	5%	.	-10%
COc1cccc(/C=N/Nc2ncnc(N)c2[N+](=O)[O-])c1OC	-4	-6%	-5%	13%	-4%	8%	.	1%	-1%
O=C(Nc1ccc(N2CCOCC2)cc1)C1CCCN(S(=O)(=O)c2cccc(C(F)(F)F)c2)C1 (centres undefined)	-1	2%	-6%	0%	6%	-22%	-2%	3%	-4%
CCOc1ccccc1N1CCN(Cc2cnc(-c3ccccc3)[nH]2)CC1	-8	2%	6%	-20%	2%	-28%	0%	4%	10%
O=C(NCC1CCCO1)c1ccc(N2CCCCC2)nc1 (centres undefined)	-4	27%	4%	-9%	-1%	10%	1%	-8%	8%
O=C(c1ccccc1)c1nccc2ccccc12	-3	-2%	2%	-10%	-9%	?	-26%	7%	-9%
CN(C)CCC(=O)N1C/C(=C/c2ccccc2)C(=O)/C(=C\c2ccccc2)C1	-2	.	.	-4%	-2%	?	-24%	.	-6%

This is a subset. The share of hits here may be higher or lower than overall.
